FBW7 activator – activators of human E3 ligase FBW7; Q969H0; AlphaScreen FBW7–phospho-cyclin E peptide binding, activator screen; normalized activity (activation), % at 26.1 µM; hit rate 0.13% among 650,000; in the data active means normalized activity above about 1.9%;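 further: purified mutant Fbw7 with reduced substrate affinity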
TEAD-YAP inh – TEAD-YAP interaction inhibition. inhibition, % at 9.12 µM. hit rate 1.4% among 640,000. HEK-TIYL cells, TEAD-Gal4/YAP UAS-luciferase luminescence; in the data active means inhibition above about 32%;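 further: 0% = median of test compound wells and 100% = reference inhibitor wells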
GPR151 ag – activators of human GPR151. activation, % at 11.2 µM. hit rate 1% among 650,000. AID 1508602. PathHunter beta-arrestin GPR151 cells, luminescence. Q8TDV0; in the data active means activation above about 4.9%;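 further: 0% = median of compound wells and 100% = cells with positive control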
Target sequence (Q8TDV0 whole entry, looked up): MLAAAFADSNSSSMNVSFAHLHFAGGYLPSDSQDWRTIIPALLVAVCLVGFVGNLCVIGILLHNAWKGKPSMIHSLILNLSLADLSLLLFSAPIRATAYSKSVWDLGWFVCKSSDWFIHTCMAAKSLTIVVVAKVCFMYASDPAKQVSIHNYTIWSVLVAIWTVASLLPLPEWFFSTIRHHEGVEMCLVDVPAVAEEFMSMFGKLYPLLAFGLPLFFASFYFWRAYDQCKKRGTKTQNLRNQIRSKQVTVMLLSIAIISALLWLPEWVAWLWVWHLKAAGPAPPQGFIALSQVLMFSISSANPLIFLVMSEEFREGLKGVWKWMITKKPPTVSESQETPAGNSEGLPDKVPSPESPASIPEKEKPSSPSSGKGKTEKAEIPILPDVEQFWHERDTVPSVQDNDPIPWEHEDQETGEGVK
MITF inh – human MITF inhibition, primary screen. O75030. hit rate 0.91% among 650,000. AlphaScreen MITF homodimerization, bead proximity signal. inhibition, % at 2.6 µM; in the data active means inhibition above about 50%;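 further: 0% = vehicle wells with protein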
Target sequence (O75030 whole entry, looked up): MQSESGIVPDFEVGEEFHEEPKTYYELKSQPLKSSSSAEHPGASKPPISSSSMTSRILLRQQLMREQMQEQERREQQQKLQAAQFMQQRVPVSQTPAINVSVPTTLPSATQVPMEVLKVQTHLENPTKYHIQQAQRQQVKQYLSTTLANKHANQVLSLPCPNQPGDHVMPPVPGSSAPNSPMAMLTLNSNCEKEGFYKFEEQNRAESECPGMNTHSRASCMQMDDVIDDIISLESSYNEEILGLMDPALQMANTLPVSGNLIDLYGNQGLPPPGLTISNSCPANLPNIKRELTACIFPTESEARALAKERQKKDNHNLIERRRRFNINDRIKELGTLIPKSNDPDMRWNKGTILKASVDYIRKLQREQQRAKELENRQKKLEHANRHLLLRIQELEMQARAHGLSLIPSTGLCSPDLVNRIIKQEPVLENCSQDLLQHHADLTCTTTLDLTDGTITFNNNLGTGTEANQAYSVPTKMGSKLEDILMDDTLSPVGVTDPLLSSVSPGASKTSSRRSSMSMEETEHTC
* marks the source's active call; other numbers are inactive results; & = joins results of further samples.

SMILES | FBW7 activator | TEAD-YAP inh | GPR151 ag | MITF inh
COc1ccc(C(=O)Cn2nnc(-c3ccccc3NC(=O)c3ccc(F)cc3)n2)cc1 | 0.1 | -6.7 | 0.8 | 11.7
COCCNC(=O)c1ccc(-c2cccc(C(F)(F)F)c2)nc1N(C)C | -0.1 | -17.5 | 1.4 | -5.4
CC(OC(=O)C1=COCCO1)C(=O)c1ccc(C(C)(C)C)cc1 (centres undefined) | -0.2 | -5.7 | 1.0 | -3.1
Nc1cc(=O)[nH]c(SCC(=O)c2ccccc2Br)n1 | -0.1 | 2.4 | 0.0 | 7.5
Nc1cc(C(=O)OCC(=O)NCc2cccs2)ccc1Cl | 0.2 | 5.3 | -0.9 | 9.8
COc1ccc(NC(=O)CSC2=C(C#N)C(c3ccc(Cl)cc3)C(C(=O)OC(C)C)=C(C)N2)cc1 (centres undefined) | 0.1 | 0.3 | -0.5 | 13.6
NC(=O)c1ccc[n+](CC(=O)c2ccc(O)cc2O)c1 | 0.0 | -9.2 | 1.6 | 0.3
Cc1ccc2c(=O)cc(-c3cccc([N+](=O)[O-])c3)oc2c1 | -0.1 | 1.5 | 3.2 | -5.6
CCN1/C(=C/C=c2/sc3nc4ccccc4n3c2=O)C=Cc2ccccc21 | -0.1 | -1.9 | 1.2 | 3.2
C=CCn1c(-c2nc(OC)cc(OC)n2)n[nH]c1=S | -0.4 | -7.1 | 1.9 | 5.5
Cc1nc2scc(-c3ccccc3)c2c(=O)[nH]1 | -0.1 | 9.9 | 1.2 | 7.5
CN(C)c1ccc(C2NC(=O)c3ccccc3N2)cc1 (centres undefined) | 0.1 | 56.4* | -3.7 | 1.5
CC1=C(C(=O)OC2CCCCCCC2)C(c2ccc(Cl)cc2)NC(=O)N1 (centres undefined) | 0.2 | 1.0 | -0.9 | 9.3
CC(=O)c1ccccc1-c1ccc2c(c1)CC(CNC(=O)c1ccccn1)O2 (centres undefined) | 0.2 | -24.6 | 2.3 | 3.5
O=C(NCCOc1ccccc1)c1cnc(NC2CCN(Cc3ccccc3)CC2)s1 | 0.2 | -43.3 | 4.4 | 14.3
Cc1ccc(-c2nnc(SCC(=O)N(Cc3ccccc3)C(C)(C)C)n2N)cc1 | -0.1 | 1.2 | 1.2 | 8.7
O=C1c2ccccc2C(=O)C2C(NCC(O)CCl)=CC=CC12 (centres undefined) | -0.8 | -28.2 | 1.3 | 27.1
CC1CC(Nc2ccccc2)c2ccccc2N1C(=O)COc1ccc2ccccc2c1 (centres undefined) | -0.5 | -4.6 | -0.2 | 5.5
COc1ccc(-c2noc(C3CCCN(S(=O)(=O)c4ccccc4)C3)n2)cc1 (centres undefined) | 0.4 | -8.4 | -1.3 | 1.7
Cc1nc2c(c(=O)[nH]1)CN(C(=O)Cn1cnc3ccccc3c1=O)CC2 | 0.8 | 2.0 | -0.6 | 21.4
CCc1n[nH]c(=S)n1/N=C/c1ccc(Br)cc1 | 0.0 | -0.9 | -1.1 | 1.7
CCOc1cc(C2Nc3ccccc3C(=O)N2Cc2ccco2)ccc1OCc1ccccc1Cl (centres undefined) | 0.0 | -10.0 | -0.3 | 9.4
O=S(=O)(NC1CCCCCCC1)c1ccccc1 | 0.4 | -2.8 | 1.0 | 6.2
O=C(CNCCc1ccc(Cl)cc1)NCCC1=CCCCC1 | -0.2 | -3.2 | 0.4 | -2.3
Cc1ccc(C(=O)NNC2=NC(C)(C)Cc3ccccc32)cc1 | 0.0 | 8.3 | -1.7 | 11.5
c1ccc(N2CCN(Cc3cn4cccnc4n3)CC2)cc1 | -0.1 | -3.2 | -1.8 | 5.3
COC(=O)c1c(NC(=O)c2ccc(S(=O)(=O)N3CCCCC3)cc2)sc2c1CCN(C(C)=O)C2 | -0.1 | 6.6 | 1.6 | -2.7
CC1=C(C(=O)OCc2ccccc2)C(c2ccc(N(C)C)cc2)C2=C(CC(c3ccccc3)CC2=O)N1 (centres undefined) | -0.2 | -6.2 | 1.1 | 7.6
Cc1cc(C)nc(-c2cccc3c2OC(CNC(=O)c2c(-c4ccccc4)noc2C)C3)n1 (centres undefined) | 0.1 | 0.9 | -0.8 | 17.1
COc1cccc(NS(=O)(=O)c2cc(C(=O)N3CCCCC3)ccc2NCc2ccccc2Cl)c1 | 0.1 | 2.9 | 1.1 | 16.3
CN1CCCC(OC(=O)/C=C/c2ccco2)C1 (centres undefined) | 0.0 | 5.4 | -0.1 | 17.6
CCC(c1nnnn1CC1CCCO1)N(CCCO)Cc1cc2cc(C)ccc2[nH]c1=O (centres undefined) | 0.0 | -1.9 | 0.5 | -1.3
O=C1c2cc(O)cc(O)c2OC[C@@H]1c1ccc(O)c(O)c1 | -0.1 | -10.1 | -0.5 | 15.5
COc1ccccc1Nc1nc2ccc(C)cc2n2cnnc12 | -0.1 | -1.8 | -0.8 | -4.1
O=C(N/N=C/c1ccc(-c2ccccc2)cc1)c1ccco1 | 0.1 | -51.2 | -6.6 | 6.1
COc1ccccc1NC(=O)CSc1nncn1N | 0.0 | 9.4 | 0.3 | -3.3
COc1ccccc1Nc1nnc(C(C)(C)C)c(=O)[nH]1 | -0.1 | -5.5 | -0.4 | -9.2
N#Cc1c(-c2ccco2)cc(-c2ccc(Cl)cc2)nc1N | 0.8 | 0.3 | -1.0 | 4.6
CCN(CC)CCn1c2c(c(SCC(=O)Nc3ccc(C)cc3C)nc1=O)CCC2 | 0.2 | -2.9 | 0.0 | 6.9
N=Cc1c(O)n(-c2ccccc2)c2ccccc12 | -0.1 | 1.1 | 0.8 | 14.3
COc1ccc(C2CC(c3cccs3)=NN2C(=O)CSc2nnc(CNC(=O)c3ccc(S(=O)(=O)N(C)C)cc3)n2C)cc1 (centres undefined) | -0.1 | -5.2 | -0.3 | 1.2
CC(C)c1nnc2n1CCN(C(=O)C1CCCN(C)C1)CC2 (centres undefined) | 0.0 | -7.0 | 1.3 | 5.2
C=CCNC(=O)c1cc2cc(OC)ccc2oc1=O | -0.2 | -54.5 | -1.4 | 6.8
C[C@H]1C(=O)N2CCN(Cc3cccc4ncccc34)C[C@@H]2C(=O)N1C | -0.2 | 0.2 | 0.0 | 18.9
CCOc1ccc(NS(=O)(=O)c2ccc3c(c2)CCN3C(=O)C2CCC2)cc1 | 0.0 | 6.0 | 0.1 | 13.9
COc1ccc(CCNC(=O)c2cnc(-c3cccc(C(C)=O)c3)s2)cc1 | 0.1 | -13.4 | 1.3 | 2.3
O=C(c1cccnc1)N1CCN(CCN2C(=O)c3cccc4cccc(c34)C2=O)CC1 | -0.2 | 9.4 | -0.1 | -1.3
O=S(=O)(NNc1c(F)c(F)cc(F)c1F)c1ccc(Cl)cc1 | 0.1 | 7.1 | 0.0 | 5.3
COCCNC(=O)c1c2c(nc3ccccc13)CCCC2 | 0.7 | -1.2 | 1.4 | 20.8
Cc1ccc(-c2nc3ccc(C(F)(F)F)cc3nc2-c2ccc(C)cc2)cc1 | 0.1 | 11.0 | -0.2 | 5.2
(continued)
SMILES | FBW7 activator | TEAD-YAP inh | GPR151 ag | MITF inh
O=C(Nc1ncc(Cc2ccc(F)cc2)s1)c1sc2ccccc2c1Cl | 0.0 | -10.5 | 3.6 | -11.6
COc1cccc(N2C(=O)NC(=O)/C(=C/C=C/c3ccccc3)C2=O)c1 | 0.0 | 1.1 | 0.3 | 10.9
Fc1ccc(NC(=S)N2CCn3cccc3C2c2ccc(F)cc2)cc1 (centres undefined) | -0.1 | -8.4 | 0.3 | 5.2
Cc1ccc2c(c1)CC(=O)NC21CCN(CCC#N)CC1 | -0.2 | 11.1 | 0.0 | 20.3
CC1CCCC(C)N1C(=O)NCc1noc2ccccc12 (centres undefined) | 0.0 | -2.8 | 1.2 | 14.7
CCN(CC)C(=O)CSc1nnc(-c2ccccc2Cl)o1 | 0.0 | -5.8 | -1.0 | 0.8
O=C(c1ccccc1I)n1nnc2ccccc21 | 0.5 | 1.5 | -0.1 | -2.9
O=C(Nc1ccc([N+](=O)[O-])cc1)C1C(c2ccccc2)=C1c1ccccc1 | -0.1 | -8.7 | 0.0 | -2.5
CCc1ccc(OCC(=O)Nc2cc3nn(-c4ccccc4)nc3cc2C)cc1 | -0.2 | -4.6 | -0.3 | -7.5
CCCCOc1ccccc1C1C(C(=O)OC)=C(C)NC2=C1C(=O)CC(c1ccc(OC)c(OC)c1)C2 (centres undefined) | -0.1 | 6.3 | 2.5 | 3.4
CCOC(=O)c1c(NC(=O)Cc2ccccc2)sc(C(=O)N2CCOCC2)c1C | -0.1 | -8.0 | 0.2 | -6.9
COc1cc(OC)cc(-n2nc(C(=O)Nc3ccc(F)c(Cl)c3)c3ccccc3c2=O)c1 | 0.0 | -5.4 | 2.2 | 8.0
COc1ccc(C2=CC(=O)c3ccccc3C2=O)cc1 | 0.7 | 3.0 | 0.7 | 17.1
O=C(NCCc1ccc(O)cc1)c1csc(N2CCN(c3ccccn3)CC2)n1 | 0.1 | 8.9 | 1.1 | -1.3
Cc1nc2ccc(C(=O)N3CCOc4ccc(CN5CCOCC5)cc4C3)cc2nc1C | -0.1 | -0.1 | -1.8 | -3.1
CCN(CC)S(=O)(=O)c1cc([N+](=O)[O-])ccc1N/N=C(\C)c1ccc(OC)cc1 | 0.1 | 6.8 | -0.5 | -2.1
CCOc1ccc(-c2nc(NC(=O)CS(=O)(=O)c3ccccc3)sc2C)cc1 | 0.0 | -2.5 | 0.8&-0.6 | 4.8
Cc1ccc(CNCc2cn[nH]c2-c2ccc(Cl)cc2)o1 | -0.1 | -7.8 | -0.9 | 5.8
N#CC1=C(N)OC2=C(C(=O)CCC2)C12C(=O)Nc1ccc(Cl)cc12 (centres undefined) | 0.1 | 10.1 | 1.1 | -1.1
COc1ccccc1Nc1nnc(-c2cc3c(CO)cnc(C)c3oc2=O)s1 | -0.1 | 4.0 | -0.6 | 15.4
C/C(=N\Nc1ccc(S(N)(=O)=O)cc1[N+](=O)[O-])c1ccco1 | -0.2 | 2.8 | -1.1 | 27.1
CC(=O)c1ccc(NC(=O)CN2CCN(Cc3nc4ccccc4[nH]3)CC2)cc1 | -0.1 | 0.8 | 2.0 | -8.4
Cc1ccc(NC2=NCC(=O)N2CCc2ccccc2)cc1C | 0.1 | -9.5 | 1.7 | 11.7
Cc1cccc(OCC(=O)Nc2ccc(S(=O)(=O)Nc3nccs3)cc2)c1 | 0.1 | -1.6 | 1.3 | -11.0
CCCC1(C2CCN(C(=O)c3ccccc3)CC2)NC(=O)N(Cc2ccco2)C1=O (centres undefined) | 0.0 | -22.8 | 0.3 | -7.2
C=CCNC(=S)Nc1ccc(Br)cc1 | 0.0 | -8.6 | -0.7 | -8.7
COc1cccc2c1OC1(C)C(C)C2NC(=S)N1CC1CCCO1 (centres undefined) | -0.2 | 1.6 | -1.1 | 1.1
O=C(COc1ccccc1)NCCc1cccc(Cl)c1 | 0.0 | -6.3 | -0.8 | 4.4
O=C(Nc1nc2ccc(Br)cc2s1)c1ccc(Cl)cc1Cl | 0.0 | 2.0 | 0.8 | 0.7
O=C(Cc1cn(-c2ccc(NC3CCN(Cc4ccccc4)CC3)nn2)c2ccccc12)NCCN1CCOCC1 | -0.1 | -9.4 | -2.5 | 23.8
CC(=O)Nc1cccc(NC(=O)CNc2ccc(C(F)(F)F)cc2[N+](=O)[O-])c1 | -0.1 | -1.7 | 2.8 | 0.4
O=C(Nc1ccc(Oc2ccccc2)cc1)N1CCCC(N2CCOCC2)C1 (centres undefined) | 0.4 | 12.5 | -0.5 | 12.8
COc1ccc(CCNC(=O)NC(C(F)(F)F)C(F)(F)F)cc1OC | 0.0 | -3.6 | 0.1 | 10.7
COc1ccc2nc(NC(=O)NC34CC5CC(CC(C5)C3)C4)sc2c1 | 0.1 | -1.8 | -1.3 | 7.4
CCOC(=O)c1sc(NC(=O)Cc2ccc([N+](=O)[O-])cc2)c(C#N)c1C | 0.1 | -9.9 | 0.0 | 1.2
O=c1[nH]c2nc(/C=C/CCCO)cnc2n1CC1CC1 | -0.2 | -11.6 | 0.4 | -4.0
CO[C@H]1/C=C/O[C@@]2(C)Oc3c(C)c(O)c4c(O)c(c(/C=N/N5CCN(C)CC5)c(O)c4c3C2=O)NC(=O)/C(C)=C\C=C\[C@H](C)[C@H](O)[C@@H](C)[C@@H](O)[C@@H](C)[C@H](OC(C)=O)[C@@H]1C | -0.3 | 8.2 | -1.4 | 13.2
COc1cc(C2CC(=O)Nc3cc(OC)c(OC)c(OC)c32)ccc1O (centres undefined) | 0.0 | -13.4 | -1.4 | 18.0
COc1ccc(N2C(=O)CSC2c2cc3c(cc2Br)OCO3)cc1Cl (centres undefined) | 0.7 | -7.2 | 1.3 | 11.3
CC(C)c1ccc(OCC(=O)Oc2ccc3c4c(c(=O)oc3c2)CCC4)cc1 | -0.1 | -0.9 | -0.7 | -10.9

Some of these compounds in order of SMILES length, smallest number first.
SMILES | FBW7 activator | TEAD-YAP inh | GPR151 ag | MITF inh
O=c1[nH]c2nc(/C=C/CCCO)cnc2n1CC1CC1 | -0.2 | -11.6 | 0.4 | -4.0
O=C(Nc1ccc(Oc2ccccc2)cc1)N1CCCC(N2CCOCC2)C1 (centres undefined) | 0.4 | 12.5 | -0.5 | 12.8
COc1ccc2nc(NC(=O)NC34CC5CC(CC(C5)C3)C4)sc2c1 | 0.1 | -1.8 | -1.3 | 7.4
CC(C)c1ccc(OCC(=O)Oc2ccc3c4c(c(=O)oc3c2)CCC4)cc1 | -0.1 | -0.9 | -0.7 | -10.9
CCOC(=O)c1sc(NC(=O)Cc2ccc([N+](=O)[O-])cc2)c(C#N)c1C | 0.1 | -9.9 | 0.0 | 1.2
CC(=O)Nc1cccc(NC(=O)CNc2ccc(C(F)(F)F)cc2[N+](=O)[O-])c1 | -0.1 | -1.7 | 2.8 | 0.4

High-throughput results from PubChem.
